CHT allo act = CHT positive allosteric modulators, primary screen, cell-based, membrane potential dye, choline EC20. CHT-expressing cells; active compounds read high; LV-AA mutant CHT in HEK293 cells. High affinity choline transporter 1 (Homo sapiens), Q9GZV3. actives 0.49% (n = 310,000). AID 488977, 2010. B-score at 10 µM;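 active = initial fluorescence not abnormally high and integrated response B-score, plate-corrected, over 3 SD above library mean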
Target sequence (Q9GZV3 whole entry, looked up): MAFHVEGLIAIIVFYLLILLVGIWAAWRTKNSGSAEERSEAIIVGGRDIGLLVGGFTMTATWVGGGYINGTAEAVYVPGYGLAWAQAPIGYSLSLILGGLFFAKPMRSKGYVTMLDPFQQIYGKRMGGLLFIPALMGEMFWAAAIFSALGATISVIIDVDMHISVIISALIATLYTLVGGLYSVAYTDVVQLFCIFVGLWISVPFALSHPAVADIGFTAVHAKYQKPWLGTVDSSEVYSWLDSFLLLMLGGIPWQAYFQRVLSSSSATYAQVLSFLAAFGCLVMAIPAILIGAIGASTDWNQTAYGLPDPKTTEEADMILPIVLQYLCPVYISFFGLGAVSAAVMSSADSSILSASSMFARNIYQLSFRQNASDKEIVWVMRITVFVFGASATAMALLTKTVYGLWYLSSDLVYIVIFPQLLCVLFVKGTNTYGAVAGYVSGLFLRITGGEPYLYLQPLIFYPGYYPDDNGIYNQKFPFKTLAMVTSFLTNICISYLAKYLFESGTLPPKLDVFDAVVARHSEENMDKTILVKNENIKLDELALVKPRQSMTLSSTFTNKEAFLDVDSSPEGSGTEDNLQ
OX1R antagonist = OX1R (HCRTR1) antagonists, primary screen, fluorescence, CHO/OX1R cells, Fluo-8 calcium, orexin A. Fluo-8 calcium fluorescence. AID 434989, 2010. Orexin/Hypocretin receptor type 1 (Homo sapiens), O43613. actives 0.43% (n = 330,000). inhibition, % at 5 µM;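 active = inhibition above its plate's threshold, mean inhibition of all tested compounds on the plate plus 3 SD, cut at about 37% in these data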;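 note: 0% = orexin A challenge wells and 100% = SB-334867-A antagonist wells; not every result past the cut was called active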
Target sequence (O43613 whole entry, looked up): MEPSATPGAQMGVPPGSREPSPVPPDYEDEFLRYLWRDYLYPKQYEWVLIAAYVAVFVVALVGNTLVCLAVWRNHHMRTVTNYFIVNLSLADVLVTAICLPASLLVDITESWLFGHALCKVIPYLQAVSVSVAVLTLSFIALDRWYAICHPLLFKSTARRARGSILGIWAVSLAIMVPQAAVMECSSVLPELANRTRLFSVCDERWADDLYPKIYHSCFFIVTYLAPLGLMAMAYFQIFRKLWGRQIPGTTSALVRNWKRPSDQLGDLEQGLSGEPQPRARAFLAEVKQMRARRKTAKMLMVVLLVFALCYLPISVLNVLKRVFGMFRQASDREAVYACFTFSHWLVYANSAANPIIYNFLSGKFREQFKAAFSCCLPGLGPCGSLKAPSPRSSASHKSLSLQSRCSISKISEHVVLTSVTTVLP
Numbers without * were called inactive; i = inactive; nt = no result given.

SMILES | CHT allo act | OX1R antagonist
O=C(CC1Sc2ccccc2NC1=O)OCC(=O)N1CCc2ccccc21 (stereo unspecified) | i | -29
Cc1ccc2c(c1)C(O)(CC(=O)c1cccnc1)C(=O)N2 (stereo unspecified) | i | 7
COc1ccc(NC(=S)N(CCc2c(C)[nH]c3ccc(C)cc23)Cc2cccs2)cc1 | i | -7
CCn1c(=O)c2ccccc2n(CC(=O)NC2CCCCC2)c1=O | i | -27
Cc1ccc(OCC(=O)Nc2nnc(S(=O)(=O)N3CCCCCC3)s2)cc1C | i | -11
CCOC(=O)c1nc(Nc2ccc(OC)cc2)c2ccccc2n1 | i | -24
COc1cccc(CN(Cc2ccco2)S(=O)(=O)c2ccc(S(=O)(=O)NCc3ccccc3)cc2)c1OC | i | 70*
O=C(NNC(=O)c1ccc2ccccc2n1)c1ccc(O)cc1 | nt | -19
CCc1nnc(NC(=O)CCN2C(=O)c3ccccc3S2(=O)=O)s1 | i | 3
Cc1ccccc1N=Nc1c(O)n(C)c2ccccc12 | i | -1
COc1cccc2c1Oc1ncccc1N(C(=O)CCC(=O)NCc1ccc(C)cc1)C2 | i | -27
Cc1nc2nc(C)c(CCC(=O)NCc3ccc4c(c3)OCO4)c(C)n2n1 | i | -5
Brc1ccc(COc2ncnc3ccccc23)cc1 | i | -13
CN(CC(=O)NC1CCN(Cc2ccccc2)CC1)S(=O)(=O)c1ccc(Cl)cc1 | nt | -10
COc1ccccc1NC(=O)CN1CCN(C(=O)c2ccco2)CC1 | i | -11
COc1ccc(-c2c(NC(=O)c3ccco3)oc3c(C)cccc3c2=O)cc1OC | i | -19
COc1ccc(C2=NN(S(C)(=O)=O)C(c3ccc4nccnc4c3)C2)cc1 (stereo unspecified) | i | -8
C=CCc1c(C)nc(SC)nc1Nc1ccc(C(=O)O)cc1 | i | 2
CC(C)Sc1nsc2nc(=O)c(/C=C3\C=Nc4ccccc43)c(N)n12 | i | -18
Cc1ccc(S(=O)(=O)Nc2cc3c(C(=O)O)c(C)oc3c3ccccc23)c(C)c1 | i | -7
CCOC(=O)c1nnc(-c2cccs2)nc1Oc1ccc(Cl)cc1 | i | -4
Cc1cc(C2C(C#N)=C(N)Oc3n[nH]c(C)c32)c(C)s1 (stereo unspecified) | i | 5
Cc1ccc(CNC(=O)COC(=O)Cn2nc(C)c([N+](=O)[O-])c2C)cc1 | i | -1
Cc1cc(Cl)ccc1NC(=O)CSc1nnc(-c2ccncc2)n1Cc1ccco1 | i | -5
Cc1ccc(C(=O)NNC(=O)C2CCN(S(=O)(=O)c3ccc(C)cc3)CC2)cc1 | i | -24
Cc1[nH]c2ccccc2c1/C=N/NC(=O)c1cc(-c2cccs2)[nH]n1 | i | 0
O=C(NC1CCCCC1)C1CC(=O)N(c2ccc(Cl)cc2)C1 (stereo unspecified) | i | -28
O=C1c2cccc3cccc(c23)C(=O)N1CC1CCCO1 (stereo unspecified) | i | -17
CCCCn1c(N)c(N(CC)C(=O)c2cccc(S(=O)(=O)N3CCN(C)CC3)c2)c(=O)[nH]c1=O | i | -6
COc1ccc(OCC(=O)Nc2cccc(-c3nc4ccccc4[nH]3)c2)cc1 | i | -10
Cc1ccc(C(=O)N2CCNC(=O)C2CC(=O)Nc2ccccc2)cc1 (stereo unspecified) | i | -6
Nc1ccc2nc3c(=O)n(CCc4ccccc4)c(=O)[nH]c3nc2c1 | i | 42*
O=C(N/N=C/c1ccc(O)c(O)c1)c1cccc(S(=O)(=O)N2CCCCC2)c1 | i | -26
CCOC(=O)c1c(-c2ccc(OC)cc2)csc1NC(=O)CSc1nnc(C)c(=O)[nH]1 | i | -20
Nc1ccc(C(=O)OCC(=O)Nc2cccc(S(=O)(=O)NC3=NCCCCC3)c2)cc1[N+](=O)[O-] | nt | -2
CCC(C(=O)NC1CCCC1)N(Cc1ccccc1Cl)C(=O)c1snc(C(N)=O)c1N (stereo unspecified) | i | -15
O=C(CCCNS(=O)(=O)c1cccc2nsnc12)NCc1ccc(F)cc1 | i | -14
COC(=O)[C@H](Cc1ccccc1)NC(=O)Nc1ccc(OC)cc1 | i | -8
O=S(=O)(Nc1ncccn1)c1ccc(NC(=S)Nc2ccccc2Cl)cc1 | i | -18
O=C(c1cc(S(=O)(=O)N2CCOCC2)c(Cl)cc1Cl)N1CCCCC1 | i | -11
O=C(NCc1ccc(F)cc1)C1(S(=O)(=O)c2ccc(Cl)cc2)CC1 | i | -13
CC1(c2ccc3ccccc3c2)NC(=O)N(CC(=O)O)C1=O (stereo unspecified) | i | 0
CCCN(CCC)C(=O)CSc1nc2ccccc2c(=O)n1CC1COc2ccccc2O1 (stereo unspecified) | i | -14
CN(CC(=O)Nc1cccc(F)c1)C(=O)c1ccccc1Sc1ccccc1C#N | nt | 14
C#CCSc1nnc(-c2cccc3ccccc23)o1 | i | -15
O=C(CN(C(=O)CCC(=O)Nc1nccs1)c1ccc2c(c1)OCO2)NCc1ccccc1 | i | -18
COCCCNc1nc(-c2ccc(Cl)cc2)nc2ccccc12 | i | -29
C=C(C)Cn1c(CCCNC(=O)CC)nc2ccccc21 | i | 4
Cc1[nH]c(=O)[nH]c(=O)c1S(=O)(=O)N1CCCC(C(=O)N2CCN(c3cccc(C(F)(F)F)c3)CC2)C1 (stereo unspecified) | i | -10
CCCNc1ncnc2nc[nH]c12 | i | -8
Cc1onc(-c2ccccc2Cl)c1C(=O)N1CCCC1 | i | -17
COc1ccc(-c2cc3ncccc3cn2)cc1 | nt | -19
COc1cc2sc(C)nc2cc1C | i | -4
c1ccc(Cn2c(-c3ccccc3)nc3nc4ccccc4nc32)cc1 | i | -23
CCCCn1c(N)c(N(CC)C(=O)C(c2ccccc2)c2ccccc2)c(=O)[nH]c1=O | i | -23
COC(=O)c1nn(-c2ccc(Oc3ccccc3)cc2)c(=O)cc1O | i | -3
O=C(C1=C[C@H](c2coc3ccccc3c2=O)C[C@H](OCc2ccc(CO)cc2)O1)N1CCN(Cc2ccccc2)CC1 | i | -32
Cc1ccc(CCNS(=O)(=O)c2ccc(C)cc2)cc1 | i | -36
COc1cc2c(cc1OC)C(c1cccc(Cl)c1)CC(=O)N2 (stereo unspecified) | i | nt
O=C(CNS(=O)(=O)c1ccc2ccccc2c1)OCc1csc(-c2ccccc2)n1 | i | 19
Continuation.
SMILES | CHT allo act | OX1R antagonist
COc1ccccc1NC(=O)C(C)Sc1nnnn1C (stereo unspecified) | i | -15
O=C(Nc1ccc(Cl)cc1)Nc1nc(-c2ccccc2)cs1 | i | 13
Cc1cc(Cl)ccc1C(=O)C1CCCN(C(=O)c2nonc2C)C1 (stereo unspecified) | i | -20
COC(=O)C1=C(CS(=O)(=O)c2cc(Cl)ccc2OC)NC(=O)NC1c1ccc(O)c(OC)c1 (stereo unspecified) | i | -17
COc1cccc(CN(C)CC2CCCN(CCc3ccc(Cl)cc3)C2)c1OC (stereo unspecified) | i | -12
NC(=O)CSc1oc(-c2ccco2)nc1S(=O)(=O)c1ccc(Cl)cc1 | i | -18
COc1ccc(CCN2C(=NC(=O)CC(C)C)SC3CS(=O)(=O)CC32)cc1 (stereo unspecified) | i | -8
CCOc1ccc(S(=O)(=O)NCCSCc2ccco2)cc1 | i | 6
COCCNc1cc(N)c([N+](=O)[O-])cc1[N+](=O)[O-] | i | 9
COc1cccc(C(=O)/C(C#N)=N/Nc2cccc(-c3ccnc(C)n3)c2)c1 | i | -13
C=CCN(CC=C)C(=O)COn1nnc2ccc(S(=O)(=O)N3CCOCC3)cc21 | i | -25
CC(C)(C)NC(=O)c1oc2ccccc2c1COc1ccccc1 | i | -20
COc1ccc(OC(C)C(=O)N2CCc3ccccc3C2)cc1 (stereo unspecified) | i | -37
CC(C)(C)C(=O)NC1CCN(S(=O)(=O)c2ccccc2F)CC1 | i | -8
CC(C)n1cc(CN2CCC(n3nccc3NC(=O)Cc3ccccc3)CC2)cn1 | i | 16
Cc1ccc(C)c(CN2C(=O)COc3ccccc32)c1 | i | -43
Cc1ccc(S(=O)(=O)N2CC(O)CC2C(=O)OCC(=O)Nc2ccc([N+](=O)[O-])cc2C(F)(F)F)cc1C (stereo unspecified) | nt | -27
CCN(CC(=O)Nc1ccc(NC(C)=O)cc1)C(=O)C1(c2ccccc2)CC1 | nt | -14
CCn1c(SCC(=O)Nc2ccc3c(c2)OCCO3)nnc1-c1c[nH]c2ccccc12 | i | -10
CCOC(=O)C1=C(O)/C(=C/c2ccc(CNC(=O)C(=O)Nc3ccc(C)cc3)o2)N=C1C | i | 6
CC(C)(Oc1ccc(Cl)cc1)C(=O)OCC(=O)N1CCCC1 | i | -18
CCS(=O)(=O)N1CCN(CC2CC3C=CC2C3)CC1 (stereo unspecified) | i | -25
O=C(CSCc1ccccc1Cl)N/N=C/c1ccco1 | i | 11
CC1(C)CC(=O)C(C=Nc2ccc(O)cc2)=C(O)C1 | i | -9

Rewritten comma-delimited: part of the list above.
Structure,CHT allo act,OX1R antagonist
COc1cccc(C(=O)/C(C#N)=N/Nc2cccc(-c3ccnc(C)n3)c2)c1,i,-13
C=CCN(CC=C)C(=O)COn1nnc2ccc(S(=O)(=O)N3CCOCC3)cc21,i,-25
CC(C)(C)NC(=O)c1oc2ccccc2c1COc1ccccc1,i,-20
COc1ccc(OC(C)C(=O)N2CCc3ccccc3C2)cc1 (stereo unspecified),i,-37
CC(C)(C)C(=O)NC1CCN(S(=O)(=O)c2ccccc2F)CC1,i,-8
CC(C)n1cc(CN2CCC(n3nccc3NC(=O)Cc3ccccc3)CC2)cn1,i,16
Cc1ccc(C)c(CN2C(=O)COc3ccccc32)c1,i,-43
Cc1ccc(S(=O)(=O)N2CC(O)CC2C(=O)OCC(=O)Nc2ccc([N+](=O)[O-])cc2C(F)(F)F)cc1C (stereo unspecified),nt,-27
CCN(CC(=O)Nc1ccc(NC(C)=O)cc1)C(=O)C1(c2ccccc2)CC1,nt,-14
CCn1c(SCC(=O)Nc2ccc3c(c2)OCCO3)nnc1-c1c[nH]c2ccccc12,i,-10
CCOC(=O)C1=C(O)/C(=C/c2ccc(CNC(=O)C(=O)Nc3ccc(C)cc3)o2)N=C1C,i,6
CC(C)(Oc1ccc(Cl)cc1)C(=O)OCC(=O)N1CCCC1,i,-18
CCS(=O)(=O)N1CCN(CC2CC3C=CC2C3)CC1 (stereo unspecified),i,-25
O=C(CSCc1ccccc1Cl)N/N=C/c1ccco1,i,11
CC1(C)CC(=O)C(C=Nc2ccc(O)cc2)=C(O)C1,i,-9

(further entries)
SMILES | CHT allo act | OX1R antagonist
Cc1cc(N(CCO)CCO)ccc1C(c1ccc(N(CCO)CCO)cc1C)c1ccccc1Cl | i | 14
O=C(c1ccco1)N1N=C(c2cccs2)CC1c1ccccc1O (stereo unspecified) | i | -5
O=C(Nc1ccc2c(c1)CCC2)c1cccc(OC(F)F)c1 | i | -9
COCc1ccc(CN2CCC(N3CCC(C(=O)N4CCCC4)CC3)CC2)o1 | i | -7
O=C(CNC(=O)c1ccc(Cl)cc1)c1ccc(Cl)cc1 | i | -14
CCn1c(SCc2nc3ccccc3[nH]2)nnc1-c1cccs1 | i | -10
COc1ccc(C(=O)OCC(=O)NC2CC2)cc1F | nt | 0
CC1CCC(NC(=O)c2cc3ccccc3cc2O)CC1 (stereo unspecified) | nt | 2
COc1ccc(CN2C(=O)C(=O)N(CC(N)=O)C2=O)cc1 | i | -5
CO/N=C/C(c1ccc(Cl)nc1)S(=O)(=O)c1ccccc1 (stereo unspecified) | i | -1
COc1cc(CN2CCc3ccccc3C2)ccc1O | i | -6
COC(=O)c1cc(C(=O)OCC(=O)c2ccc[nH]2)cc([N+](=O)[O-])c1 | nt | 4
Cc1ccccc1OCCC(=O)N1CCN(S(=O)(=O)c2ccc(F)cc2)CC1 | i | -17
O=C(Cc1cccc(C(F)(F)F)c1)Nc1ccc(S(=O)(=O)N2CCCC2)cc1 | i | -26
COc1ccc(NC(=O)CSc2nc3ccccc3c(=O)n2CCCC(=O)NCC2CCCO2)c(OC)c1 (stereo unspecified) | i | -31
COC(=O)c1c(C)nc(C)c(C(=O)OC)c1-c1ccc(OC)c(OC)c1 | i | -7
CNc1nc(Nc2ccc(C)c(Cl)c2)c2cnn(C)c2n1 | i | 33
O=C(NN=Cc1ccc(OC(F)F)cc1)c1ccc(NS(=O)(=O)c2cccs2)cc1 | nt | 6
CCOC(=O)CNc1nc(OCC#N)nc(N2CCOCC2)n1 | i | -7
CC1(C)O[C@@H]2[C@H](O1)[C@@H](CO)O[C@H]2n1c(N2CCCCC2)nc2c(N)ncnc21 | nt | -10
Cc1cccc(C(=O)O/N=C(\N)c2ccc(Cl)cc2)c1 | i | -3
O=C(CN1CCN(S(=O)(=O)/C=C/c2ccccc2)CC1)Nc1ccc(N2CCOCC2)cc1 | i | -16
O=C(c1ccc(Cn2cc(Br)cn2)cc1)N1N=C(C(F)F)CC1(O)C(F)F (stereo unspecified) | i | 8
CCCCCN(C(=O)CN(C)Cc1ccc(OC)cc1OC)c1c(N)n(CCCC)c(=O)[nH]c1=O | i | -35
O=C1CCCN1CCC1CCN(C2CC(=O)N(Cc3ccc(N4CCCC4=O)cc3)C2=O)CC1 (stereo unspecified) | i | 1
CCCCCCNC(=O)N[C@@H](C(=O)NCCC[C@H]1CN2C(=NC[C@@H]2Cc2ccccc2)N1CCc1cccc(OC)c1)C(C)C | i | -27
COc1ccc(CCNc2nc(C)cc(=O)[nH]2)cc1OC | i | -12
CCOc1ccc(S(=O)(=O)NCCOC)cc1C | i | -15
Cc1ccc(Nc2ncnc3ccccc23)cc1 | i | -13
O=C(/C(=N/O)n1cncn1)c1ccccc1Cl | i | -11
CCSc1cc(N2CCCC2)nc(-c2cccc(C)c2)n1 | i | -31
Cc1cc([N+](=O)[O-])nn1CC(=O)NNC(=S)Nc1ccc(F)cc1 | i | -4
Cc1cccc(-n2ccnc2SCC(=O)Nc2ccc3c(c2)OCCO3)c1 | i | -9

High-throughput results: PubChem BioAssay, several laboratories
